FXIa inh 1536 – blocks human coagulation factor XIa protease activity; inhibition, % at 5 µM; purified FXIa, Boc-Glu-Ala-Arg-AMC fluorogenic substrate; P03951; hit rate 0.14% among 220,000;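 active means inhibition of at least 40%; inactive means inhibition below 40%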;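 further: fluorescence of freed AMC excited at 355 nm; 0% = enzyme without compound and 100% = no enzyme blank; many of its hits are not listed in these tables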
Wee1 stabilizer – blocks degradation of human Wee1 kinase; hit rate 1.2% among 220,000; HeLa Luc-Wee1K328M stability, luciferase luminescence; 100% = proteasome inhibitor MG132 effect; reporter increase, % at 5 µM;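 active means activation above the mean of all tested compounds plus 3 SD, set per screening run, cut at about 8.8% in these data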;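 further: cells exposed to compound for 20 h before luminescence read; 0% = DMSO alone and 100% = MG132 at 30 µM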
Target sequence (P30291 whole entry K328M): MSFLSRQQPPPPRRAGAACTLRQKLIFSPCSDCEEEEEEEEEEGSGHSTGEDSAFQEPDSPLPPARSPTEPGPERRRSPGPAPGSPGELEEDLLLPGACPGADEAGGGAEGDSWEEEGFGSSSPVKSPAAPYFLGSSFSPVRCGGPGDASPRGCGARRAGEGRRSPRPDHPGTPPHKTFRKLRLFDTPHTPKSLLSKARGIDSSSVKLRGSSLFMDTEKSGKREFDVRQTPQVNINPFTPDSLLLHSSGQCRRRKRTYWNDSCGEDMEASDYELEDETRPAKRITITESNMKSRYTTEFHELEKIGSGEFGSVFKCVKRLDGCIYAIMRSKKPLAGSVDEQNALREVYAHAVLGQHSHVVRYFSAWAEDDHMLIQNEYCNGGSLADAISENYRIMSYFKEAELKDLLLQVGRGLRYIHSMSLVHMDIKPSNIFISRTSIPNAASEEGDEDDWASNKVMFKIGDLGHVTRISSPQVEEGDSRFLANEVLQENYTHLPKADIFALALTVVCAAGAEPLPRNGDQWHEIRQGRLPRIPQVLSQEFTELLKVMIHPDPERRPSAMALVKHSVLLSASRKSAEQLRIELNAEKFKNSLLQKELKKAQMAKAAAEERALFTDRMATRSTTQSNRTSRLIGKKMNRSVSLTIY
Mdm2 ligase inh – inhibitors of human Mdm2 E3 ubiquitin ligase. Q00987. cell-based MDM2 ubiquitination luciferase reporter, 2 h; 0 = plate control, 100 = twice control, blank-subtracted. signal enhancement, % at 5 µM. hit rate 0.11% among 210,000. AID 1230;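 active means signal enhancement of 30% or more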;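 further: luminescence tracks abundance of the self-degrading MDM2-luciferase fusion protein; higher signal means inhibition of MDM2 E3 ligase activity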
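Material: Stable MDM2–luciferase fusion reporter cells | Amount: 2000 cells seeded into each well | Dosing: One concentration, 5 µM, with 0.2% DMSO | Incubation: 4 h cell settling then 2 h compound exposure, 37 °C | Measured by: Luciferase luminescence | Read-out basis: % enhancement relative to plate controls after blank subtraction | Benchmarks: Control and blank well means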
hK5 inh – blocks human kallikrein 5 protease activity | Q9Y337 | AID 873 | recombinant hK5, fluorogenic AMC substrate cleavage | hit rate 0.59% among 210,000 | inhibition, % at 5 µM;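 active means inhibition of 40% or more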;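 further: 0% = enzyme controls without compound and 100% = no-enzyme blanks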
p97 ATPase inh – blocks human p97 ATPase activity; recombinant p97 ATPase, Kinase-Glo ATP luminescence, 3 h; hit rate 0.42% among 220,000; P55072; inhibition, % at 8 µM; in the data active means inhibition above about 15%;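 further: 0% = DMSO vehicle and 100% = wells lacking enzyme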
14-3-3 Bad inh – disrupts binding of bovine 14-3-3 zeta to phospho-Bad peptide | TR-FRET 14-3-3zeta/Dy647-pBad peptide displacement, 1 h | hit rate 0.71% among 220,000 | AID 781 | P63103 | inhibition, % at 21.7 µM;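 active means inhibition above about 70%, limit read from the data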;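 further: 0% = full 14-3-3 plus peptide FRET controls and 100% = background without 14-3-3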
Target sequence (P63103 whole entry, looked up): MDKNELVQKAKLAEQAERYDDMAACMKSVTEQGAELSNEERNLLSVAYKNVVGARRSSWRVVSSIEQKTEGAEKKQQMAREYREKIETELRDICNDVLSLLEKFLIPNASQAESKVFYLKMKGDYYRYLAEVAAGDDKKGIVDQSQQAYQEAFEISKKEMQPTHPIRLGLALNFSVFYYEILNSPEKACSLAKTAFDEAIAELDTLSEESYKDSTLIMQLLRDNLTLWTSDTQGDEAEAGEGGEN
FXIIa inh – blocks human coagulation factor XIIa protease activity; P00748; purified FXIIa, Boc-QGR-AMC fluorogenic substrate, 2 h; inhibition, % at 5 µM; hit rate 0.3% among 220,000; in the data active means inhibition above about 40%;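 further: 0% = enzyme with no compound and 100% = blank without enzyme; many of its hits are not listed in these tables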
eIF4E-4G inh – inhibitors of eIF4E and eIF4G interaction in translation initiation | TR-FRET eIF4E-eIF4GI(517-606) binding, 2 h | inhibition, % at 21.7 µM | hit rate 0.37% among 220,000;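 active means inhibition above about 30%, limit read from the data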;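 further: 0% = full FRET control wells and 100% = background wells lacking eIF4GI fragment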
Rad51 HR inh – Rad51 (human) homologous recombination inhibition; Q06609; hRad51 DNA strand exchange, fluorescence dequenching; inhibition, % at 10 µM; hit rate 0.085% among 200,000; AID 1385;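 active means inhibition above 40% at the single screening dose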;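 further: 0% = DMSO control wells and 100% = blanks with heterologous ssDNA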
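Material: human Rad51–ssDNA filaments; Probe or stimulus: labelled 47-mer dsDNA for strand exchange; Doses: single 10 µM dose; Incubation: 37 °C 15-min filament assembly, 30-min compound preincubation, 15-min exchange; Technique: FRET fluorescence dequenching, excitation 485 nm, emission 520 nm; Measure: Fluorescence-based percent inhibition, control- and blank-normalised; Benchmarks: plate control and blank wells.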
An asterisk follows results filed as active; · = no result given; [ ] = another dose, or the depositor's remark. An unsorted share of the library; overall some 3.5% were active at least once.

The opening 3 records (preview)
1: CC(=O)N/C(N)=N/c1nc(=O)c2ccccc2s1
2: CCCCn1c(SCC(=O)N2CC(=O)Nc3ccccc32)nnc1-c1ccoc1C
3: COc1cccc(Oc2cn[nH]c2-c2ccc(O)cc2O)c1
Compound	1	2	3
FXIa inh 1536	0	-2	-3
Wee1 stabilizer	3	1	0
Mdm2 ligase inh	-21	-14	-28
hK5 inh	0	-31	-19
p97 ATPase inh	4	-9	1
14-3-3 Bad inh	0	1[fluorescence artefact?]	-15
FXIIa inh	2	12	13
eIF4E-4G inh	3	1[fluorescence artefact?]	-9
Rad51 HR inh	·	8	1

The whole of this part, from the start:
1: CC(=O)N/C(N)=N/c1nc(=O)c2ccccc2s1
2: CCCCn1c(SCC(=O)N2CC(=O)Nc3ccccc32)nnc1-c1ccoc1C
3: COc1cccc(Oc2cn[nH]c2-c2ccc(O)cc2O)c1
4: Cc1ccc(-c2nn(-c3ccccc3)cc2C(=O)NN2CCN(C)CC2)cc1
5: CN1CCN(c2ccc(S(=O)(=O)N3CCCCC3)cn2)CC1
Compound	1	2	3	4	5
FXIa inh 1536	0	-2	-3	-3	3
Wee1 stabilizer	3	1	0	-4	-1
Mdm2 ligase inh	-21	-14	-28	-3	-5
hK5 inh	0	-31	-19	2	-6
p97 ATPase inh	4	-9	1	2	1
14-3-3 Bad inh	0	1[fluorescence artefact?]	-15	-8	5
FXIIa inh	2	12	13	4	16
eIF4E-4G inh	3	1[fluorescence artefact?]	-9	-2	5
Rad51 HR inh	·	8	1	-4	-4

6: CCN(CC)S(=O)(=O)c1ccc(NC(=O)c2ccccc2N(C)S(C)(=O)=O)cc1
7: CCCCc1n(CC(=O)c2ccc(Cl)cc2)c2ccccc2[n+]1C
8: COCCCn1c2nc3ccccc3nc2c2c(=O)n(-c3ccccc3OC)cnc21
9: CCCc1cc(=O)n2[nH]c(C)nc2n1
10: N/C(=N\O)c1ccccc1-n1cccc1
Compound	6	7	8	9	10
FXIa inh 1536	-7	-7	-12	0	-2
Wee1 stabilizer	1	6	3	1	-1
Mdm2 ligase inh	-1	-8	-1	-11	-24
hK5 inh	-11	-2	-26	9	1
p97 ATPase inh	3	-4	2	-2	3
14-3-3 Bad inh	6	-4	-5	-3	-8
FXIIa inh	5	5	-11	13	11
eIF4E-4G inh	6	1	-4	5[fluorescence artefact?]	-1
Rad51 HR inh	2	6	-4	-2	1

11: O=C(CN1C(=O)CCSc2ccccc21)Nc1ccccc1
12: CCNc1nc(NCC)nc(OCCNS(=O)(=O)c2cc(C)ccc2C)n1
13: CC(C)Oc1ccc(C2NC(=O)NC2=O)cc1 (stereo not drawn)
14: COc1ccc2c(c1)CC[C@@H]1[C@@H]2CC[C@]2(C)C(=O)CC[C@@H]12
15: CC1=C(C(=O)OC(C)C)C(C)C(C(=O)OC(C)C)=C(C)N1
Compound	11	12	13	14	15
FXIa inh 1536	11	20	-8	-1	13
Wee1 stabilizer	4	-1	-1	-1	1
Mdm2 ligase inh	-7	-6	-3	·	-10
hK5 inh	-8	53*	-20	-17	23
p97 ATPase inh	11	-6	-4	1	0
14-3-3 Bad inh	-17	1	-3	4	-13[fluorescence artefact?]
FXIIa inh	12	0	12	4	24
eIF4E-4G inh	-2	-12	-10[fluorescence artefact?]	-2	0[fluorescence artefact?]
Rad51 HR inh	5	8	4	-2	-2

16: CN(C(=O)CN1CCC(NC(=O)C2CCCCC2)CC1)C1CCCCC1
17: COc1cc(/C=N/NC(=O)CN2CCOCC2)ccc1OCc1ccccc1
18: Cc1ccc(S(=O)(=O)N2CCOCC2)cc1NC(=O)COC(=O)CNC(=O)c1ccccc1
19: CCOC(=O)N1CCN(C(=O)COc2cccc3c2CCN(Cc2ccc(F)cc2)C3=O)CC1
20: CCOC(=O)C1CCCN(c2c(NCCCN3CCCC(C)C3)c(=O)c2=O)C1 (stereo not drawn)
Compound	16	17	18	19	20
FXIa inh 1536	4	4	-3	8	2
Wee1 stabilizer	-3	1	-2	0	-3
Mdm2 ligase inh	-4	-5	-12	2	2
hK5 inh	-10	-8	-30	-2	-5
p97 ATPase inh	-1	3	3	3	5
14-3-3 Bad inh	34[fluorescence artefact?]	-6	-17[fluorescence artefact?]	-2[fluorescence artefact?]	0
FXIIa inh	12	12	5	12	6
eIF4E-4G inh	6[fluorescence artefact?]	2	2[fluorescence artefact?]	2	0[fluorescence artefact?]
Rad51 HR inh	6	·	3	6	-3

21: O=C(CNS(=O)(=O)c1ccc(Br)cc1)OCc1cc(=O)n2cc(Br)ccc2n1
22: c1ccc2c(Nc3nc4c(s3)CCCC4)cccc2c1
23: CC(C)C1=C2CCCCC2NC(=O)N1 (stereo not drawn)
24: CN1CCN(NC(=S)Nc2ccccc2)CC1
25: CCOc1ccc(-c2nc(CCl)cs2)cc1
Compound	21	22	23	24	25
FXIa inh 1536	-6	5	5	1	1
Wee1 stabilizer	-2	-1	5	1	0
Mdm2 ligase inh	7	7	-13	-8	1
hK5 inh	-18	1	-11	-9	7
p97 ATPase inh	2	4	-2	5	-1
14-3-3 Bad inh	0	9	-6[fluorescence artefact?]	-8	-2
FXIIa inh	-1	17	19	14	8
eIF4E-4G inh	23	-6	-9	-1	1
Rad51 HR inh	-3	8	-1	0	4

26: Cc1ccc(NC(=S)N(CCN2CCCCC2)Cc2ccco2)cc1C
27: Fc1cccc(-c2cc3nc4c(c(N5CCOCC5)n3n2)CCCC4)c1
28: CC(=O)c1ccc(Oc2cc(C(F)(F)F)cnc2C(N)=O)cc1
29: Cc1cccc(NC(=O)c2cc(S(=O)(=O)c3ccccc3)ccc2Cl)c1
30: Cc1ccccc1-n1c(Cn2c(=O)sc3ccccc32)nnc1SCC(=O)Nc1nccs1
Compound	26	27	28	29	30
FXIa inh 1536	-1	11	-3	-1	0
Wee1 stabilizer	2	0	0	0	-2
Mdm2 ligase inh	4	-32	-3	-19	-11
hK5 inh	1	-1	-6	-2	-6
p97 ATPase inh	1	2	2	1	4
14-3-3 Bad inh	-7	2	-16	3	10
FXIIa inh	8	7	7	14	10
eIF4E-4G inh	1	7[fluorescence artefact?]	0	-3	-4
Rad51 HR inh	6	8	6	4	-2

31: COc1cc(-c2nc3cnccn3c2Nc2c(C)cccc2C)ccc1O
32: c1ccc(Cn2nnnc2C(c2cccs2)N2CCCCCC2)cc1 (stereo not drawn)
33: Cc1onc(-c2ccccc2)c1C(=O)NCc1ccco1
34: COCCn1c(SCC#N)nnc1-c1ccc([N+](=O)[O-])cc1
35: COc1ccc(CCCC(=O)N/N=C\c2cccs2)cc1
Compound	31	32	33	34	35
FXIa inh 1536	-9	-1	-1	-6	-1
Wee1 stabilizer	-3	-2	-1	2	2
Mdm2 ligase inh	-10	5	-16	-6	-34
hK5 inh	-25	-9	6	-29	2
p97 ATPase inh	-3	-1	4	-1	0
14-3-3 Bad inh	·	20	5	2	97*
FXIIa inh	-8	5	13	-17	12
eIF4E-4G inh	·	2	2[fluorescence artefact?]	4	2
Rad51 HR inh	6	0	-2	-4	-2

36: CC(=O)c1cccc(S(=O)(=O)NCC2CCCCC2)c1
37: CN1C(=O)CC(NNC(=O)c2ccc(Cl)cc2)C1=O (stereo not drawn)
38: Cc1oc(C(C)(C)C)cc1C(=O)Nc1ccc(N2CCOCC2)cc1
39: CC(C)C(=O)Nc1nnn(C)n1
40: O=C(Nc1ccccc1N1CCCCC1)c1ccc(F)cc1
Compound	36	37	38	39	40
FXIa inh 1536	-3	-1	0	-11	-6
Wee1 stabilizer	-4	-2	-1	-1	0
Mdm2 ligase inh	5	-14	-11	-5	-5
hK5 inh	-17	1	-3	-21	-3
p97 ATPase inh	-1	4	-6	1	-1
14-3-3 Bad inh	-4[fluorescence artefact?]	-7	-7	-16[fluorescence artefact?]	3
FXIIa inh	4	15	7	18	2
eIF4E-4G inh	4	-1	4	6	6
Rad51 HR inh	-13	3	4	12	0

3 entries out of the list above, sorted by the value under FXIIa inh, ascending.
No.	Molecule	FXIIa inh
40	O=C(Nc1ccccc1N1CCCCC1)c1ccc(F)cc1	2
36	CC(=O)c1cccc(S(=O)(=O)NCC2CCCCC2)c1	4
37	CN1C(=O)CC(NNC(=O)c2ccc(Cl)cc2)C1=O (stereo not drawn)	15

Carrying on.
41: CCOC(=O)C1ON2CCCCC2C1(O)C(F)(F)F (stereo not drawn)
42: COc1ccccc1NC(=O)COC(=O)Cc1c[nH]c2ccccc12
43: NC(=O)COc1ccccc1C(=O)O
44: CN(C1CCCCC1)S(=O)(=O)c1ccc(S(=O)(=O)N2CCCC2)cc1
45: CC(=O)c1ccc(NC(=O)CSc2ccc3nnc(-c4cccnc4)n3n2)cc1
Compound	41	42	43	44	45
FXIa inh 1536	1	1	0	0	-1
Wee1 stabilizer	-1	1	-1	-1	-2
Mdm2 ligase inh	-1	-11	-3	-15	-1
hK5 inh	-6	5	-1	-22	0
p97 ATPase inh	2	1	4	-2	3
14-3-3 Bad inh	-6	-4	-3	-11[fluorescence artefact?]	-12
FXIIa inh	4	13	10	-3	12
eIF4E-4G inh	0	1	-3	-2	-5
Rad51 HR inh	9	-4	-1	5	17

46: N#Cc1c(N)nc2c(c1-c1ccc3c(c1)OCO3)CCc1ccccc1-2
47: CC(C)(C)c1ccc(C(=O)Nc2ccc(Oc3cccnc3)nc2)cc1
48: CNC(=O)c1ccc(Nc2nnc(-c3ccc(C)c(S(=O)(=O)NCC4CCCO4)c3)c3ccccc23)cc1 (stereo not drawn)
49: CN1CCN(C(=O)c2cc3c(ccc4ccccc43)oc2=O)CC1
50: O=C(Cc1c(F)cccc1Cl)NCC1CCCO1 (stereo not drawn)
51: NC1=C(c2ccc([N+](=O)[O-])cc2)C(=O)CO1
52: Clc1cnc2nc(SC/C=C/c3ccccc3)[nH]c2c1
Compound	46	47	48	49	50	51	52
FXIa inh 1536	2	-25	14	-12	5	1	-2
Wee1 stabilizer	2	7	2	-1	2	1	4
Mdm2 ligase inh	-2	-29	-5	-7	-23	-13	-5
hK5 inh	-41	24	-1	2	-2	-15	-3
p97 ATPase inh	6	-4	7	12	3	2	-3
14-3-3 Bad inh	-10[fluorescence artefact?]	1	6	20[fluorescence artefact?]	0[fluorescence artefact?]	-15	7
FXIIa inh	-1	-3	13	-13	17	9	7
eIF4E-4G inh	0	-1	-3	0	2[fluorescence artefact?]	12	2
Rad51 HR inh	1	8	4	-6	5	3	-2

Screening results as filed in PubChem BioAssay.
